# Compound activity as filed in PubChem BioAssay.
# GDH-TPI counter – counter-screen for M. tuberculosis FBA inhibitors: GDH-TPI coupled enzymes; GDH-TPI coupled enzyme counterscreen, NADH absorbance; inhibition, % at 4.8 µM; 360,000 compounds, 1.2% hits;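 further: 0% = DMSO wells and 100% = wells lacking the enzyme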
# BioA inh – BioA (M. tuberculosis) enzyme inhibition. purified M. tuberculosis BioA enzyme, plate reader. inhibition, % at 9.99 µM. 360,000 compounds, 0.096% hits; in the data active means inhibition above about 40%; inconclusive means no clear call, values can overlap the other calls
# Rv3671c protease – Rv3671c (M. tuberculosis) protease inhibition. inhibition, % at 5.96 µM. P9WHR9. 320,000 compounds, 0.048% hits; in the data active means inhibition above about 38%;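 further: extracellular domain of Rv3671c used as enzyme; 0% = enzyme with DMSO and 100% = no enzyme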
# Target sequence (P9WHR9 whole entry, looked up, the tested form may be a part): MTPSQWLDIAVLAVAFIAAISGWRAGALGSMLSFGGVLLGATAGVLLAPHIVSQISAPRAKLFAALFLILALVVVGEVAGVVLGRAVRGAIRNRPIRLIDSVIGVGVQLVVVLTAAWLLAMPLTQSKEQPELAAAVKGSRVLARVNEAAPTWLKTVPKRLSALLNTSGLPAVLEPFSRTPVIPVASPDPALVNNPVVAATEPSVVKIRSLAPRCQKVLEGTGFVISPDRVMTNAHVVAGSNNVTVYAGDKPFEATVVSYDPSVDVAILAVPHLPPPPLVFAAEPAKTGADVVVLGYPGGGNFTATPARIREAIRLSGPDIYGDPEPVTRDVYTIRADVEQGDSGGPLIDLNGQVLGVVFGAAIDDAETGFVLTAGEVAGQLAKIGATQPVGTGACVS
# CCHF vOTU inh – CCHFV vOTU protease inhibition; Pep-AMC fluorescence; inhibition, % at 11.5 µM; 370,000 compounds, 0.55% hits; AID 651958; further: 0% = vehicle wells with enzyme and 100% = no enzyme wells
# FadD28 FP inh – M. tuberculosis FadD28 bisubstrate binding inhibition; FadD28 bisubstrate probe binding, fluorescence polarization; inhibition, % at 12.5 µM; 360,000 compounds, 0.22% hits; AID 588549; in the data active means inhibition above about 8.5%, passing the limit was not always enough; inconclusive means no clear call, values can overlap the other calls
# Mtb UGM inh – Mtb UDP-galactopyranose mutase inhibition | P9WIQ1 | purified UGM, fluorescence polarization probe displacement | inhibition, % at 10 µM | 320,000 compounds, 0.06% hits | AID 504406; in the data active means inhibition above about 10%, passing the limit was not always enough; inconclusive means no clear call, values can overlap the other calls
# Target sequence (P9WIQ1 whole entry, looked up): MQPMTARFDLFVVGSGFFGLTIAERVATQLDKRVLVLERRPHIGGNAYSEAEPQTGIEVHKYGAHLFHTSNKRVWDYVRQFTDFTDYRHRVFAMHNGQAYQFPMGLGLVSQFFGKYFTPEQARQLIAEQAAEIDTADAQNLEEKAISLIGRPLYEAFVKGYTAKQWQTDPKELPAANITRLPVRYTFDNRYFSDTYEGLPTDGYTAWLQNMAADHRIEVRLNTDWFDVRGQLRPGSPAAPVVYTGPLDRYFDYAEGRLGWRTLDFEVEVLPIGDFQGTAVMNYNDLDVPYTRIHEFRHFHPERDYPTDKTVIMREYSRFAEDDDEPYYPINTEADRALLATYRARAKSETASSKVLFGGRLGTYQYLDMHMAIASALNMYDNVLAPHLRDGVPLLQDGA
# FBA Mtb inh – inhibitors of M. tuberculosis fructose-bisphosphate aldolase; P9WQA3; purified M. tuberculosis FBA, fluorescence read-out; inhibition, % at 1 µM; 360,000 compounds, 2.3% hits; AID 588726; in the data active means inhibition above about 27%;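 further: 0% = vehicle and 100% = reference inhibitor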
# DUSP3 inh – inhibitors of human VHR1 phosphatase (DUSP3). P51452. inhibition, % at 13.3 µM. recombinant VHR phosphatase, pNPP absorbance. 290,000 compounds, 0.52% hits; in the data active means inhibition above about 50%; further: some compounds called inactive have numbers as strong as hits
# Target sequence (P51452 whole entry, looked up): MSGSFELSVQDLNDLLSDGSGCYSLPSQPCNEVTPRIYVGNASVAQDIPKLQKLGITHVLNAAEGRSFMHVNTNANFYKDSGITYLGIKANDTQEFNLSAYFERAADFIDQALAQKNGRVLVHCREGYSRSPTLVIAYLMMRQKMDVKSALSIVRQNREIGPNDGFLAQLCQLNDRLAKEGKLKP
# BoNT F protease – inhibitors of Botulinum neurotoxin F light chain protease | Multiplex microsphere protease cleavage assay, flow cytometry | inhibition, % at 10 µM | 360,000 compounds, 0.22% hits | AID 588497; in the data active means inhibition above about 35%, passing the limit was not always enough; inconclusive means no clear call, values can overlap the other calls; further: plate controls were buffer without enzyme for full effect and enzyme alone for no effect
# MazEF act – increases E. coli MazEF RNase cleavage of RNA. activation, % at 20 µM. P0AE70. FAM/BHQ RNA-DNA oligo cleavage fluorescence, 5 h. 350,000 compounds, 0.32% hits; in the data active means activation above about 50%
# * = called active by the depositor; u = inconclusive; x = not tested or not shown; & = joins results of further samples. Unless noted, no stated cut-off is given here; in the data, active means inhibition above about 30%; inactive means the rest.
canonical_smiles,GDH-TPI counter,BioA inh,Rv3671c protease,CCHF vOTU inh,FadD28 FP inh,Mtb UGM inh,FBA Mtb inh,DUSP3 inh,BoNT F protease,MazEF act
CCCc1cc(C(=O)OCC(=O)N(CCC)c2c(N)n(Cc3ccccc3)c(=O)[nH]c2=O)sc1C,2,x,-16,1,-2.9,-1.9,0,x,2,-5
Cc1c(NC(=O)c2ccc(Cl)c([N+](=O)[O-])c2)cccc1-n1cnnn1,-2,35,-7,10,-0.8,4.8,0,x,1,12
N/C(=N/O)c1cccn1Cc1ccccc1[N+](=O)[O-],-3,1.8,-4,-2,-4.5,0.7,0,22,-4,16
Cc1ccc(NC(=O)COC(=O)COc2cccc3c2OC(C)(C)C3)cc1C,3,0.0,-4,14,-0.9,1.5,5,-12,-1,-2
CSc1ccccc1NC(=O)CO/N=C(\C)c1cc2ccccc2o1,10,-0.6,-3,5,-3.3,0.8,-3,-1,-1,-2
OCCCNc1ncnc2c1ncn2[C@H]1CN(Cc2ccc(Cl)cc2)C[C@@H](CO)O1,13,-0.7,x,3,-2.1,x,2,x,24,x
CCc1nc2c(OCC(=O)c3ccc(F)cc3)cccn2c1N(C)C(=O)C(C)C,3,-0.4,x,-3,-2.1,x,-1,x,-6,x
CC1CCN(CCCNC(=O)C2CCC(CNS(=O)(=O)c3ccccc3)CC2)CC1 (centres undefined),4,-0.9,0,-10,1.4,1.8,0,4,-9,4
Cc1ccccc1SC1CCN(C(=O)C2CCC(=O)N(C3CC3)C2)CC1 (centres undefined),-2,1.4,4,12,-4.0,-0.9,-4,30,-1,0
Cc1ccc(NC(=O)CCn2cnc3ccccc3c2=O)cc1Cl,6,x,-1,9,0.5,3.0,-1,-9,-10,-6
CCC(C(=O)N1CCN(Cc2ccc3c(c2)OCO3)CC1)n1nnc2ccccc2c1=O (centres undefined),-5,x,x,-4,-0.8,x,4,x,2,2
CCC(CC)NC(=O)Cc1ccccc1OC,2,-0.2,-2,10,0.2,-0.2,2,23,8,-2
N#Cc1c(NC(=S)NC(=O)C2CCCC2)sc2c1CCCCC2,4,x,-26,14,-5.1,2.0,-4,22,-7,-1
COc1ccc(CN(C(=O)c2ccc(C)cc2)C2CCS(=O)(=O)C2)cc1 (centres undefined),-2,-1.4,-3,-13,-3.5,-0.6,2,5,-1,1
O=C(CO/N=C1\CCCc2nonc21)Nc1ccc(Br)cc1,11,x,-2,15,-5.0,0.2,-3,0,-6,2
O=C1NC2c3c(Cl)sc(Cl)c3C(=O)C2O1 (centres undefined),14,x,x,7,0.4,x,3,x,0,-13
CC(NC(=O)CN(c1ccccc1F)S(C)(=O)=O)c1ccccc1 (centres undefined),-2,0.7,2,0,-0.7,-0.3,0,1,-2,0
COc1ccc(OC)c2[nH]c(=O)c(CCNS(=O)(=O)c3ccc(F)cc3)cc12,12,-5.5,-3,0,1.9,-0.8,8,-9,-3,9
C/C(=N\N=C(c1ccccc1)c1ccccc1)c1ccco1,13,x,12,x,0.1,-2.9,-2,2,2,-7
CCOc1ccccc1N1CCN(CC(O)COc2ccc3c(C)cc(=O)oc3c2)CC1 (centres undefined),18,0.8,8,-22,-0.7,0.6,8,2,1,-6
O=C(Nc1ncccc1Cl)c1cccc(F)c1,0,3.1,4,-2,-0.1,0.8,-1,-23,-5,8
CCN1C(=O)CC(=O)N(CC)C1=S,-8,-1.5,x,8,-3.5,x,-1,x,-9,-62
O=C(O)c1ccccc1SSc1ccccc1C(=O)O,4,-0.7,-14,4,-1.3,5.3,1,2,-1,5
Cc1nn(-c2ccccc2)c(Cl)c1C(=O)NCC(C)C,4,x,-3,10,-1.0,-2.0,1,18,2,-9
CCOC(=O)CSc1nnc(CNC(=O)c2ccc(OC)cc2OC)n1-c1ccc(OC)cc1,1,2.0,-5,-1,-3.5,-2.3,2,11,0,2
CN(c1cccc(NC(=O)CN2C(=O)c3ccccc3S2(=O)=O)c1)S(C)(=O)=O,4,-0.8,2,6,-0.7,0.7,1,-8,21,-2
Cc1nc(NCCc2ccc(O)cc2)c2nnn(Cc3ccccc3)c2n1,16,0.3,-5,14,-2.7,-1.7,-1,-12,-2,2
CC(CC(=O)c1cccs1)CC(=O)c1cccs1,6,4.6,2,-13,-2.4,-1.3,3,-14,-14,-8
Nc1nnc(SCc2ccccc2F)n1-c1ccccc1,-1,1.7,-1,7,-1.9,1.0,3,5,u,-6
COC(=O)c1[nH]c2ccccc2c1NC(=O)CN1CCCc2ccccc21,7,x,0,-5,-5.2,3.9,-2,16,-34,14
Cc1nc(N)c(Br)c(C)c1Br,14,x,-1,-12,-0.7,0.7,-1,13,0,-8
Oc1[nH]c2ccccc2c1N=NC(=S)NCCc1ccccc1,9,-1.6,-14,1,-1.4,-1.2,-3,-2,-8,5
Cc1cc(F)ccc1NC(=O)C1CSC2(C)CCC(=O)N12 (centres undefined),8,-1.9,6,7,-0.6,-0.5,0,x,u,7
CCc1nn(CC(=O)N2CCC(C)CC2)c(=O)c2cccn12,-5,0.3,2,-6,-2.1,-0.3,-1,14,-1,7
CCCn1c(N2CCN(C)CC2)nc2c1c(=O)[nH]c(=O)n2C,14,-0.2,-3,7,-1.8,0.6,2,4,-3,-13
O=C(Nc1ccccc1F)c1cc2nc(C(F)F)cc(C(F)F)n2n1,-6,-1.0,-9,0,-1.6,-1.8,1,0,-7,-5
Cc1nn2c(NCCOCCO)c3c(nc2c1-c1ccccc1)CCCC3,14,6.2,-2,x,-1.3,2.4,0,25,-7,-4
COc1ccc(N2CCN(C(=O)CCSCc3ccccc3F)CC2)cc1,8,x,0,-16,0.7,-2.7,-2,8,2,1
CN(C)C(CNC(=O)CSc1nc2sc3c(c2c(=O)n1C)CCCC3)c1ccccc1 (centres undefined),25,1.5,4,-8,-3.0,7.2,3,x,-5,3
O=C(NCC1CC1)[C@]1(C(F)(F)F)C[C@H](CCC2CCCCC2)CCCO1,5,1.0,5,-7,-1.2,1.1,2,x,-1,-1
O=C1COc2cc(S(=O)(=O)CCC(=O)N3CCCCC3)c(Cl)cc2N1,0,-1.5,2,0,-1.1,0.5,-1,-10,2,5
C[C@@H]1CN([C@H](C)CO)C(=O)CCCn2cc(nn2)CO[C@H]1CN(C)S(=O)(=O)c1cccc(F)c1,1,-0.3&1.9,x,3,-2.9,x,-2,x,-1,6
O=C(CC1C[C@H](C(=O)N2CCOCC2)[C@@]2(CCC3CCCC3)c3[nH]c4ccccc4c3CCN2C1=O)NCCc1ccccn1 (some centres undefined),0,-0.2,2,-1,-1.6,-3.3,-1,x,-2,4
O=S(=O)(c1ccc(Cl)cc1)N1CCN=C1SCc1ccc(Cl)c(Cl)c1,-3,x,-12,6,-0.9,0.9,0,-6,2,4
COc1cccc2c1O/C(=N\O)C(C(=O)Nc1cccc(Br)c1)C2 (centres undefined),0,-0.5,x,10,-5.4,-0.4,2,24,6,7
CCN(CC(=O)Nc1ccc(NC(C)=O)cc1)C(=O)c1cc2c(s1)CCCC2,-4,-1.6,-1,-3,-3.0,-0.6,0,x,x,1
Cc1ccc(Cl)cc1N1CCN(C(=O)c2noc(C(C)C)c2[N+](=O)[O-])CC1,12,-4.2,-1,11,-0.2,0.5,5,29,-1,-26
CCOc1ccccc1NC(=O)COC(=O)C1COc2ccccc2O1 (centres undefined),-4,1.6,x,-8,-3.3,x,-4,x,-8,-3
Cc1cc(NS(=O)(=O)c2ccc(NC(=O)/C=C/c3ccccc3)cc2)no1,14,-1.2,11,5,-6.1,3.8,2,15,-1,6
COc1ccc(CC(=O)Nc2ccc(OC(C)=O)cc2C(=O)O)cc1,-6,x,-1,-4,-0.6,1.1,10,22,3,0
Cc1nc2sc(C(c3ccccc3)N3CCN(c4ccccc4F)CC3)c(O)n2n1 (centres undefined),-2,4.4,-2,7,-3.1,0.5,1,-12,-14,4
Cc1ccc(NC(=O)CCCN2C(=O)/C(=C/C=C/c3ccccc3)SC2=S)cc1,13,-4.1,-14,2,-0.1,-0.4,-2,13,-1,4
CCC1CCCCN1Cc1ccc(CNS(=O)(=O)c2ccc3c(c2)oc(=O)n3C)o1 (centres undefined),-6,x,-3,-5,-1.8,0.6,2,2,-10,-19
COc1ccc(CCN(C)Cc2nc(-c3cnccn3)no2)cc1OC,7,2.5,8,2,0.6,-2.3,6,-16,0,5
CCOC(=O)c1cc2c(=O)n3cccc(C)c3nc2n(Cc2ccco2)c1=NC(=O)c1ccc(C)cc1,3,0.1,x,x,-0.9,x,1,x,-7,0
CCOC(=O)C1CCN(S(=O)(=O)c2ccc3c(c2)N(C)C(=O)CC(=O)N3C)CC1,7,0.4,-2,10,-5.1,-1.5,1,36,0,7

# The listing continues.
canonical_smiles,GDH-TPI counter,BioA inh,Rv3671c protease,CCHF vOTU inh,FadD28 FP inh,Mtb UGM inh,FBA Mtb inh,DUSP3 inh,BoNT F protease,MazEF act
CCC(CC)C(=O)Nc1nnc(S(=O)(=O)Nc2ccc(OC)cc2)s1,9,-0.7,-4,2,-1.7,3.8,0,-2,-29,-1
Cc1cc(=O)oc2c(C)c(OCC(=O)NCCCN3CCCC3=O)ccc12,8,-7.3,-3,6,3.0,-0.4,18,11,5,16
Cc1nn(Cc2ccc(Cl)cc2)c(C)c1NC(=O)c1cc(-c2ccco2)on1,21,-1.3,6,-15,-0.9,-3.3,4,-4,-4,-16
O=C(Nc1ccc(Br)cc1)C1CC(c2c(F)cccc2Cl)=NO1 (centres undefined),2,1.0,-5,10,-0.4,-2.1,0,-11,2,-2
O=C(CCCc1ccccc1)Nc1ccccc1C(F)(F)F,0,-1.7,2,-9,-0.9,0.4,1,10,-6,-2
COC(=O)[C@@]1(C#N)[C@@H]2C=CC(C(C)=O)=CN2[C@@H](C(N)=O)[C@@H]1c1ccc(F)cc1,3,x,-2,-9,1.1,5.5,0,32,11,-88
O=C(COC(=O)C1CC(O)CN1S(=O)(=O)c1ccc(Cl)cc1)c1cccc(Cl)c1 (centres undefined),3,x,3,5,-1.2,2.3,-10,-2,-4,8
COc1ccc(NC(=O)CN(C)C(=O)Cc2c(C)nc3ccccc3c2C)cc1,4,0.6,4,6,-2.7,0.7,-2,x,7,-15
CCCC(=O)C1C(=O)CC(CC(C)SCC)CC1=O (centres undefined),13,x,-2,-20,0.1,-3.5,0,35,-9,-4
CCOC(=O)c1ccc2nc(NC(C)=O)sc2c1,-2,x,-4,8,-4.3,-4.2,-2,16,-5,5
COCCn1nnnc1SCC(=O)NCc1ccc2c(c1)OCO2,-1,-0.5,-1,-8,-2.0,-1.3,1,0,1,-15
CCCCCCN=Cc1c(O)n(C)c(=O)n(C)c1=O,0,0.1,-1,-14,-0.3,0.2,-1,15,29,0
Cc1ccc2oc(=O)c3cnn(CC(=O)NC4CCN(Cc5ccccc5)CC4)c3c2c1,2,-1.3,6,3,0.0,1.2,-3,21,1,7
O=C(Nc1ccccc1F)C1CCCC1,-7,-0.9,-4,-4,-2.0,1.3,1,x,u,3
COC(=O)c1ccccc1S(=O)(=O)N1CCn2cccc2C1C (centres undefined),-2,-7.7,-3,7,0.6,-1.2,0,-6,-20,-7

# Grouped by structure: the entries above containing a CF3 group
canonical_smiles,GDH-TPI counter,BioA inh,Rv3671c protease,CCHF vOTU inh,FadD28 FP inh,Mtb UGM inh,FBA Mtb inh,DUSP3 inh,BoNT F protease,MazEF act
O=C(NCC1CC1)[C@]1(C(F)(F)F)C[C@H](CCC2CCCCC2)CCCO1,5,1.0,5,-7,-1.2,1.1,2,x,-1,-1
O=C(CCCc1ccccc1)Nc1ccccc1C(F)(F)F,0,-1.7,2,-9,-0.9,0.4,1,10,-6,-2
